Source: PubChem (several laboratories)
HSF-1 act – increases HSF-1 driven luciferase reporter signal | activation, % at 9 µM | NIH3T3-HGL HSF-1 luciferase reporter, MG132, 8 h; 100% = twice DMSO control signal | 1.7% of 300,000 active;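 active = mean replicate activation of at least 50% with a set share of replicates each reaching 50%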;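 also: 0% = median of the neutral control wells and 100% = twice that signal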
HSP90 refold inh – inhibitors of HSP90 luciferase refolding in rabbit reticulocyte lysate. luciferase refolding luminescence, 3 h. inhibition, % at 5.6 µM. 0.91% of 290,000 active;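 active = inhibition above the screen-wide mean plus 3 SD, computed separately per campaign, cut at about 16% in these data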;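 also: 0% = DMSO wells and 100% = 60 µM geldanamycin wells; inhibitors lower the luminescence because luciferase stays unfolded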
IEC-6 tox – IEC-6 cytotoxicity, counter-screen for KLF5 inhibitors; 0.78% of 290,000 active; luminescence viability; AID 1825; inhibition, % at 5 µM; in the data active = inhibition above about 22%;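 also: 0% = plate median of test compound wells and 100% = cytotoxic reference compound wells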
GSK3beta inhib – blocks human GSK3beta kinase activity | 0.038% of 300,000 active | GST-GSK3beta kinase, ADP-Glo luminescence, 60 min; active compounds read low | activity score (negative = inhibition), % at 10 µM | P49841;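 active = more than half of replicate wells score below -50%, meaning over 50% inhibition versus plate controls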;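 also: 0% = median DMSO wells and -100% = median GW8510 positive control wells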
Target sequence (P49841 whole entry, looked up): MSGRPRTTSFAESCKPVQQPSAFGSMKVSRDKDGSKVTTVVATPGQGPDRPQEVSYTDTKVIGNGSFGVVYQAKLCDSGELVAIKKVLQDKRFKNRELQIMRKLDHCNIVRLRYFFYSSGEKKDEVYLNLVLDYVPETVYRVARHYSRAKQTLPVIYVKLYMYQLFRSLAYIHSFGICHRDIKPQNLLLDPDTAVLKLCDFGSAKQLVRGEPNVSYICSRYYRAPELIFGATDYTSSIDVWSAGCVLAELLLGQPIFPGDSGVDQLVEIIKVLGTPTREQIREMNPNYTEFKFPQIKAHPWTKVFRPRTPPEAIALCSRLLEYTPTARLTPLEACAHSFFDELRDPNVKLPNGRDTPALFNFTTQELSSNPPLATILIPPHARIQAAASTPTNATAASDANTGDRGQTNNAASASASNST
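test system = GST-tagged human GSK3beta kinase, cell-free | reagent = 25 µM ATP with peptide substrate | dosing = one dose of 10 µM per compound | schedule = 60 min reaction, RT | detection = luminescent ADP-Glo measurement of ADP formed | control set = DMSO neutral wells and GW8510 at 20 µM as positive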
AI-2 QS mod – modulators of Vibrio harveyi AI-2 quorum sensing system. 0.4% of 300,000 active. Vibrio harveyi JMH597 AI-2 luminescence/OD600 ratio, 9 h; active compounds read low; strain lacks LuxN and CqsS sensors; 0 = neutral-control median. activity change, % at 7.5 µM; in the data active = activity change below about -75%, passing the limit was not always enough;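 also: luminescence divided by OD600 gain over 9 h not by final OD600 alone; inactives centre near 13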
GSK3A inh – blocks human GSK-3 alpha kinase | P49840 | inhibition, % at 10 µM | ADP-Glo luminescence, 60 min | 0.1% of 320,000 active;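 in the data active = inhibition above about 50%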;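 also: GST-tagged GSK-3 alpha with peptide substrate and 25 µM ATP; 0% = DMSO neutral wells and 100% = GW8510 positive control wells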
Target sequence (P49840 whole entry, looked up): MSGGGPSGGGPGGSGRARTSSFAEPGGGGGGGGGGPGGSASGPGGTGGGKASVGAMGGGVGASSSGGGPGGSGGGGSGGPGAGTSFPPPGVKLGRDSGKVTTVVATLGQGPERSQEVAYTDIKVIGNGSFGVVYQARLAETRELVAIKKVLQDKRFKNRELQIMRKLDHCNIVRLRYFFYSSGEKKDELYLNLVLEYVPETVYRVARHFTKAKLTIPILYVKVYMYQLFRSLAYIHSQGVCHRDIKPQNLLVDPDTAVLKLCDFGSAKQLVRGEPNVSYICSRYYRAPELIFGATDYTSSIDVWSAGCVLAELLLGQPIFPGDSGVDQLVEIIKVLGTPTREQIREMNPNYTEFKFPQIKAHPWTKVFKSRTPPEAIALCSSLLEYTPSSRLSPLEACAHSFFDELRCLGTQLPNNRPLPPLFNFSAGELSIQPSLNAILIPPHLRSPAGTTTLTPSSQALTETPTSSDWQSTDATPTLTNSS
PolyA inh – inhibitors of polyadenylation in S. cerevisiae. S. cerevisiae SKY197-pL101 polyadenylation reporter, beta-gal luminescence; efflux-impaired pdr1/pdr3 knockout yeast; score 100 = 6 SD above DMSO. calls only at 12 µM. 0.02% of 300,000 active;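 active = lowest replicate activity score at least 50, where 100 means six control SD above control mean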;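 also: yeast exposed to compound for 9 h at 30 °C; higher score means more reporter readthrough which indicates perturbed polyadenylation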
KLF5 inh – kruppel-like factor 5 inhibition. 0.23% of 290,000 active. inhibition, % at 5 µM. DLD-1 KLF5 promoter-luciferase reporter, luminescence;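 active = inhibition above a per-plate limit of that plate's mean compound inhibition plus 3 SD, cut at about 60% in these data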;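 also: 0% = DMSO wells and 100% = LY294002 at 200 µM; higher means less KLF5 promoter-driven luciferase light; inactives centre near -14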
HSF1 inh – HSF1 inhibition; NIH3T3-HGL HSE-luciferase, MG132-induced, luminescence 8 h; active compounds read low; activity change, negative = inhibition, % at 7.5 µM (by protocol); 0.77% of 300,000 active; AID 2098;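 active = more than half of replicate wells show activity change below -50%, luminescence cut by over half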;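 also: luciferase reports HSF-1 transcriptional activity via heat shock element; 0% = median of DMSO wells and -100% = zero luminescence signal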
aSyn 5UTR inh – 5' untranslated region of α-synuclein, MLPCN primary screen; alpha-synuclein 5'UTR reporter, inhibitor activity; inhibition, % (tested at 7.5 µM); 0.82% of 300,000 active; AID 1813; in the data active = inhibition above about 60%;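 also: H4 neuroglioblastoma cells stably carrying SNCA 5'UTR luciferase fusion; 0% = DMSO wells and 100% = positive control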
* hit, by the source's call; i = inactive; nt = no result given. An excerpt (hit frequency here may not be typical).

smiles,HSF-1 act,HSP90 refold inh,KLF5 inh,IEC-6 tox,aSyn 5UTR inh,AI-2 QS mod,GSK3beta inhib,HSF1 inh,PolyA inh,GSK3A inh
COc1ccc(C(=O)Nc2c(Cl)cc(Cl)cc2C(=O)N2CCOCC2)cc1,3,3,-32,1,6,-1,-2,-11,i,2
CSc1cccc(NC(=O)c2ccc(Cl)nc2)c1,16,-4,1,1,-34,8,-1,8,i,-2
COc1cc(/C=C(\C#N)C(=O)NCc2ccccc2)ccc1OCc1ccc(C(=O)O)cc1,-4,-3,-31,-7,-29,25,-1,-1,i,8
O=C(O)Cn1cc(/C=N/NC(=O)c2cc3cc(Br)ccc3o2)c2ccccc21,14,-2,-33,-3,11,19,-21,4,i,48
COc1ccc(/C=C/C(=O)c2ccc(Cl)cc2)c(OC)c1,9,-1,-34,5,-52,27,1,9,i,-3
COC(=O)c1ccccc1NC(=O)c1ccc(COc2cc(C)cc(C)c2)o1,-1,6,2,10,5,15,2,-8,i,nt
CCCOC(=O)CCNc1n[nH]c(=O)[nH]c1=O,6,-4,4,-3,13,27,-2,-2,i,-1
O=C(c1ccccc1)c1c[nH]c(C(=O)C(Cl)(Cl)Cl)c1,-14,-1,-20,2,5,13,-2,7,i,-1
COC(=O)C1=C(O)CSC1=Nc1cccc(C(F)(F)F)c1,-4,-3,-9,-5,8,7,1,-10,i,0
COc1ccc(NS(=O)(=O)CC(C)C)c(OC)c1,5,1,-33,-5,23,17,0,1,i,-1
CC(=O)Nc1ccc(S(=O)(=O)N2CCC(C(=O)O)(c3ccccc3)CC2)cc1,-10,0,-5,1,-4,5,-1,0,i,nt
COCCNC(=S)N(CCc1c(C)[nH]c2ccc(Cl)cc12)Cc1cccs1,41,-1,-22,-7,-10,31,-3,26,i,2
CN(C)Cc1c(O)ccc2c3c(c(=O)oc12)CCCCC3,8,0,2,-4,-16,22,-10,-1,i,16
Nc1ncc(Br)cc1S(=O)(=O)NCCC(=O)N1CCN(c2ccccc2)CC1,-5,-1,-13,-1,-3,16,0,-5,i,-1
O=C(c1ccc(F)cc1)c1cn[nH]c1-c1ccccc1O,25,0,-32,2,-31,-12,1,11,i,-2
O=C1CN(C(=O)COC(=O)c2ccc[n+]([O-])c2)c2ccccc2N1,-1,1,-8,-5,-5,24,5,-5,i,1
CCN1C(=O)c2cccc3c(S(=O)(=O)NCc4cccnc4)ccc1c23,-4,3,-10,3,23,-1,2,-3,i,0
Cc1ccc(C(=O)NCCc2sc(C)nc2C)cc1,-7,-1,7,-1,-9,17,0,7,i,0
CCc1cc2cc3c(cc2nc1SCC(=O)N1CCN(C(=O)c2ccco2)CC1)OCO3,10,0,7,-5,6,22,2,8,i,-2
CC(C)(C)S(=O)(=O)c1ccc(S(=O)(=O)C(C)(C)C)s1,4,3,-23,5,9,4,1,2,i,0
CCCCc1nnc(NC(=O)c2cccc(S(=O)(=O)N3CCN(C)CC3)c2)s1,5,0,-29,4,-15,4,4,-9,i,1
Cc1ccc(S(=O)(=O)NN2C(=O)/C(=C/c3cccs3)SC2=S)cc1,-14,1,-29,-4,-3,115,1,-8,i,-8
COc1ccc(NC(=O)CCNC(=O)C2CCN(S(=O)(=O)c3ccc(OC)cc3)CC2)cc1,-1,-2,-1,-6,-2,40,-1,0,i,-8
Cc1cccc2c1cnn2C(=O)Nc1ccccc1Cl,30,-4,-80,2,-143,34,0,10,i,-3
Fc1cccc(Cl)c1Cn1nnc2c(NCc3ccncc3)ncnc21,12,3,-5,5,27,5,-1,-1,i,1

Looked up by structure from above:
smiles,HSF-1 act,HSP90 refold inh,KLF5 inh,IEC-6 tox,aSyn 5UTR inh,AI-2 QS mod,GSK3beta inhib,HSF1 inh,PolyA inh,GSK3A inh
CCCCc1nnc(NC(=O)c2cccc(S(=O)(=O)N3CCN(C)CC3)c2)s1,5,0,-29,4,-15,4,4,-9,i,1
O=C1CN(C(=O)COC(=O)c2ccc[n+]([O-])c2)c2ccccc2N1,-1,1,-8,-5,-5,24,5,-5,i,1

Remaining list, next part
smiles,HSF-1 act,HSP90 refold inh,KLF5 inh,IEC-6 tox,aSyn 5UTR inh,AI-2 QS mod,GSK3beta inhib,HSF1 inh,PolyA inh,GSK3A inh
O=S(=O)(Nc1cccc(-n2cnnn2)c1)c1ccc(Cl)cc1,-4,-5,-23,5,0,27,4,-11,i,-1
Cc1cc(NC(=O)CCC(=O)N(CC2CCCO2)C(C(=O)NC2CCCC2)c2cccnc2)no1 (stereo unspecified),26,-2,-16,4,24,39,0,3,i,-3
CCOc1cc(CNc2cccc3ccccc23)cc(Br)c1OCC(=O)NC(C)(C)C,39,1,-16,-2,16,9,2,33,i,-3
CC(C)C[C@H](NC(=O)C1CCN(S(=O)(=O)c2ccccc2)CC1)C(=O)NCc1cccnc1,-7,-4,-21,-12,-3,17,-1,-4,i,-1
CCCCC(=O)NC1=NC(=O)C(C)(C)S1,-5,1,2,-6,0,1,-5,2,i,-2
O=C(Nc1nccs1)C1Cc2ccccc2CN1S(=O)(=O)c1ccc(F)cc1 (stereo unspecified),15,-2,-49,3,-58,21,3,3,i,-2
CC1Cc2ccccc2N1C(=O)c1ccc2c(c1)nnn2C (stereo unspecified),-4,1,-30,-3,12,516,-11,-6,i,0
Cc1ccc(NC(=O)c2c(-c3ccccc3)noc2C)nc1,-5,1,-36,-2,-1,0,1,-3,i,2
O=c1cc(CSc2ccc(Cl)cc2)nc(-c2ccncc2)[nH]1,12,-7,7,-1,-22,41,-1,9,i,1
N/N=C(\c1ccccc1)c1cc(Cl)ccc1N,-1,0,-6,-2,9,24,-4,-2,i,1
CC(=O)c1cccc(NC(=O)C(C)OC(=O)Cc2c[nH]c3ccccc23)c1 (stereo unspecified),-9,nt,nt,nt,8,11,0,-1,i,-1
CC(C)CCNC(=O)C(=O)Nc1ccc2c(c1)N(S(=O)(=O)c1cccs1)CCC2,39,nt,nt,nt,-73,-6,0,9,i,-2
COC(=O)c1ccc(SC)cn1,2,1,-4,-6,-3,3,1,0,i,0
CCCn1c(C(O)c2ccc(C)cc2)nc2ccccc21 (stereo unspecified),2,4,-5,1,5,7,2,-2,i,-2
CC1(C)Oc2ccc3ccc(=O)oc3c2C(/C=N/O)C1=O (stereo unspecified),-8,1,-12,-7,-4,17,-2,-6,i,0
COc1ccc(/C=C/C(=O)NCCSCc2ccco2)cc1OC,-9,1,-22,5,-11,14,-2,-7,i,-3
O=C(COc1ccc(F)cc1Cl)Nc1ccc(S(=O)(=O)Nc2nccs2)cc1,10,nt,nt,nt,-15,-2,-1,13,i,-2
COc1ccc(S(=O)(=O)Nc2ncccn2)cc1,16,7,-26,-3,1,3,2,4,i,-4
CNC(=O)c1c(C)nn(-c2ccc(F)c(Cl)c2)c1-c1cc(C)on1,-1,1,4,-4,2,22,5,-2,i,-7
COc1cc(C2N(c3ccc(F)cc3)C(=O)C3CCCN32)cc(OC)c1OC (stereo unspecified),-6,1,-19,-2,-6,-4,-2,9,i,-4
COc1ccc(NC(=S)NNC(=O)Cn2nc([N+](=O)[O-])cc2C)cc1,15,41*,-33,-11,-23,19,-3,3,i,-1
COc1ccc(N)cc1NC(=O)CN1CCCC1,-7,0,11,-3,-10,3,1,-2,i,-1
C=CCNC(=O)c1cc(-c2cccnc2)nc2ccccc12,13,-5,-42,-2,-12,28,1,-9,i,-1
O=c1[nH]c(SCc2ccccc2Cl)nc2c1cnn2-c1ccccc1,5,-5,-3,0,13,15,1,0,i,1
CC(=O)N(C(C)=O)N1C(=O)/C(=C/c2ccc(Cl)cc2)SC1=S,-1,-5,-8,-5,11,19,1,-2,i,nt
CC(=O)N(Cc1ccccc1)Cc1cn(CCC#N)nc1-c1cccc([N+](=O)[O-])c1,2,2,-2,-6,8,6,-2,2,i,-2
COc1cc(C(=O)N2CCN(C(=O)C(Cc3cc(C)ccc3C)NC(C)=O)CC2)cc(OC)c1OC (stereo unspecified),5,4,-9,-2,-2,20,1,4,i,-7
O=C(c1ccccc1)c1c[nH]cc1-c1ccccc1,-15,0,-2,-2,10,26,0,1,i,-2
O=C(CSc1nc2ccccc2[nH]1)Nc1nc(-c2ccccc2)c(-c2ccccc2)o1,13,-1,-13,-5,-33,1,1,-3,i,1
Cn1nnc(NC(=O)/C=C/c2ccco2)n1,-6,-2,-16,-4,-19,18,7,1,i,-3
CC(C)OC(=O)c1cccnc1N1CCN(c2cccc(Cl)c2)CC1,12,1,16,2,19,5,2,-6,i,-1
CCN(CCCNC(=O)CCc1nc(-c2ccc(C)cc2)no1)c1cccc(C)c1,59*,-2,-5,-2,32,19,-5,57,i,-4
Cc1ccc(C(=O)N2CCC3(CC2)NCCc2[nH]cnc23)cc1C,-1,-5,-25,0,16,16,2,0,i,-1
CC1(C)Oc2ccc(C(=O)NC3CCCC3)cc2N(CC(=O)NC2CCCC2)C1=O,26,0,-20,4,2,27,0,-5,i,-3
C=CCNC(=S)N1CCC(Cc2ccccc2)CC1,-6,-4,-8,-1,9,12,-3,-2,i,-2
O=C(NNC(=O)C1[C@H]2CCCC[C@@H]12)NC1CCCCC1 (stereo partly specified),-4,-2,-21,-6,-16,22,2,-1,i,0
O=C1CC(N(CCc2ccccc2)C(=S)Nc2ccccc2)C(=O)N1c1ccc(F)cc1 (stereo unspecified),-5,-1,0,3,2,39,2,-10,i,0
COc1ccc2nc(NC(=O)c3sc4nc(C)cc(C)c4c3N)sc2c1,-8,-1,-9,3,-59,7,1,-9,i,-1
CCN1CCN(CCCNC(=O)C2CCCN(c3nc4c(C)cc(C)cc4s3)C2)CC1 (stereo unspecified),1,1,-67,0,-19,13,-1,-3,i,-1
O=C(Nc1cccc2ccccc12)N1CCN(c2ccccc2)CC1,nt,-2,-14,2,nt,nt,nt,nt,nt,-2
COc1ccc(C2CC(c3ccccc3)Nc3nc(NC(=O)c4cccs4)nn32)cc1 (stereo unspecified),-9,6,1,4,13,8,3,-3,i,0
CCOC(=O)C[C@H]1c2cc(F)ccc2S(=O)(=O)N1C1CCCCC1,7,nt,nt,nt,6,26,2,-2,i,-5
O=c1[nH]nnc2c1sc1nc(N3CCOCC3)c3c(c12)CCCC3,24,nt,nt,nt,5,17,1,14,i,37
CCCCNC(=O)CCC(=O)Nc1ccc2nc(N3CCC(C)CC3)cc(C)c2c1,nt,2,-11,6,-69,14,-5,nt,i,0
COc1ccc(CCN2CC(C(=O)NCc3cc(C)on3)CCC2=O)cc1 (stereo unspecified),74*,2,9,6,-16,-3,2,30,i,nt
CCCN(Cc1cc2cc(C)ccc2[nH]c1=O)C(=O)c1ccccn1,-3,-1,-2,5,-23,14,-4,-3,i,-1
